High-throughput results deposited in PubChem by several laboratories.
SV40 large T antigen = SV40 large T antigen inhibitors, biochemical (AID 1903) | SV40 large T antigen ATPase/helicase inhibition assay; higher % means a stronger effect | inhibition, % at 20 µM; hits with a dose series show IC50 in µM | 0.39% of 310,000 active; in the data active = a potency from the dose series; inconclusive = inhibition mostly from about 32% at the one dose, without a potency; inactive = the rest, 99 in 100 with inhibition below about 32%; also: strong numbers were not always called active
Salmonella PhoP GFP = inhibitors of PhoP regulon expression, primary screen, Salmonella Typhimurium, GFP reporter (AID 1863). S. Typhimurium PhoP-regulated promoter GFP reporter, 4 h; higher % means a stronger effect. one-dose inhibition, % at 50 µM; IC50 in µM for titrated hits. 0.16% of 300,000 active;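 active = inhibition over 29.93%, a cutoff 3 SD above the screen mean, later confirmed by dose response; inconclusive = inhibition over 29.93% but no dose response follow-up; inactive = inhibition at most 29.93% or unconfirmed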;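 also: 0% = low Mg2+ inducing control and 100% = high Mg2+ repressing control; strong numbers were not always called active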
MgcRacGAP inhibition = MgcRacGAP GTPase-activating activity inhibitors, confirmation, biochemical, ADP Hunter fluorescence; inhibition, % at 30 µM, or IC50 in µM where a hit was titrated; 0.6% of 340,000 active; Rac GTPase-activating protein 1 (Homo sapiens); MgcRacGAP-stimulated Rac1 GTP hydrolysis, ADP Hunter fluorescence; higher % means a stronger effect; GST-tagged Rac1 F28L mutant substrate;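 active = first-screen hits whose inhibition reached a set limit at any dose in the follow-up dose series; inconclusive = inhibition above the set first-screen limit but never retested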;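 also: fluorescence reports GDP produced by GAP-driven GTP hydrolysis; strong numbers were not always called active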
GPR35 antagonists = GPR35 antagonists blocking zaprinast-driven arrestin recruitment, primary screen, imaging, U2OS, beta-arrestin-GFP, zaprinast agonist (AID 2058) | G-protein coupled receptor 35 (Homo sapiens) | U2OS GPR35 beta-arrestin-GFP translocation imaging, zaprinast antagonism; higher % means a stronger effect | inhibition, % at 10 µM, or IC50 in µM where a hit was titrated | 0.052% of 290,000 active;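 active = inhibition of at least 50% with at least 30 cells and total cytoplasm GFP at most 10,000,000; inconclusive = under 30 cells or total GFP of 10,000,000 plus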
RSV antiviral HEp-2 = RSV antiviral activity via CPE protection, HEp-2 cells, primary 10 µM value included (AID 2391). HEp-2 cells, RSV-induced CPE inhibition; higher % means a stronger effect. 0.13% of 310,000 active. CPE inhibition, % at 10 µM; hits with a dose series show IC50 in µM; in the data active = a potency from the dose series; inconclusive = CPE inhibition mostly from about 23% at the one dose, without a potency; inactive = the rest, 99 in 100 with CPE inhibition below about 21%; also: strong numbers were not always called active
West Nile antiviral = West Nile virus antiviral activity, cell-based, CPE readout (AID 1621) | West Nile virus-infected cells, CPE inhibition; higher % means a stronger effect | CPE inhibition, % at 10 µM, or IC50 in µM where a hit was titrated | 0.02% of 290,000 active; in the data active = a potency from the dose series; inconclusive = CPE inhibition mostly from about 3.7% at the one dose, without a potency; inactive = the rest, 99 in 100 with CPE inhibition below about 2.2%; also: strong numbers were not always called active
NS5 inhibitors = Dengue-2 NS5 methyltransferase inhibitors, primary screen, biochemical, confirmation dose response (AID 588689) | inhibition, % at 25 µM; hits with a dose series show IC50 in µM | 0.3% of 340,000 active | Genome polyprotein (Dengue virus type 2 (strain 16681-PDK53)) | Dengue-2 NS5 methyltransferase capping enzyme assay, biochemical; higher % means a stronger effect; in the data active = a potency from the dose series; inconclusive = inhibition above about 29% without an active follow-up result
ER stress rescue = rescue of cells from ER stress-induced death, primary screen, 384-well, CSM14.1, thapsigargin, ATP luminescence (AID 1222) | 190,000 tested, under 10 active | CSM14.1 thapsigargin-induced death rescue, ATP luminescence; higher % means a stronger effect | cellular ATP content (survival), % at 20 µM, or EC50 in µM where a hit was titrated;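 active = EC50 below 50 µM in the dose-response confirmation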;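 also: death triggered by thapsigargin at about 15 µM added after 2 h compound pretreatment; cell ATP read after overnight thapsigargin exposure of roughly 18 to 22 hours; normalized against plate controls of thapsigargin alone and 5% DMSO vehicle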
LYP inhibition = inhibitors of LYP phosphatase, biochemical, fluorescence intensity, uHTS (AID 1779). Tyrosine-protein phosphatase non-receptor type 22 (Homo sapiens). recombinant LYP phosphatase, fluorescence intensity; higher % means a stronger effect. inhibition, % at 11.5 µM, or IC50 in µM where a hit was titrated. 0.054% of 290,000 active; in the data active = inhibition above about 50%;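 also: plate controls were vehicle with enzyme for no effect and no enzyme for full effect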
Active calls of the source: *. Hits appear at their usual frequency; any-hit rate near 1.5%.

How did CC(=O)c1ccc(OCc2cc(C(=O)N3CC4C[C@@H]5CC3C[C@H](C4)C5)no2)cc1 do in these assays?
SV40 large T antigen: 5%; Salmonella PhoP GFP: 1%; MgcRacGAP inhibition: 8%; GPR35 antagonists: -7%; RSV antiviral HEp-2: 17%; West Nile antiviral: -1.1%; NS5 inhibitors: 1%; LYP inhibition: -11%

What do the screens show for `CC(C)(C)C1CCc2c(C(=O)NNC(=O)/C=C/C(=O)O)csc2C1` (stereo not drawn)?
SV40 large T antigen: 22%; Salmonella PhoP GFP: -2%; MgcRacGAP inhibition: 8%; GPR35 antagonists: 14%; RSV antiviral HEp-2: 1.1%; West Nile antiviral: -0.6%; NS5 inhibitors: 7%; ER stress rescue: -1.7%; LYP inhibition: 4%

What do the screens show for `CCCSc1nsc(NC(=O)CCC)n1`?
SV40 large T antigen: -10%; Salmonella PhoP GFP: 6%; MgcRacGAP inhibition: 4%; GPR35 antagonists: -10%; RSV antiviral HEp-2: -0.4%; West Nile antiviral: -0.1%; NS5 inhibitors: 1%; ER stress rescue: -2.7%; LYP inhibition: -9%

What do the screens show for `CCCCSc1cc(C)nc2ncnn12`?
SV40 large T antigen: 0%; Salmonella PhoP GFP: -4%; MgcRacGAP inhibition: 2%; GPR35 antagonists: 17%; RSV antiviral HEp-2: 0.4%; West Nile antiviral: 1.5%; NS5 inhibitors: -10%; ER stress rescue: 0.6%; LYP inhibition: -5%

How did CCOC(=O)C1=C(C)NC(=O)NC1/C=C\c1ccccc1 (stereo not drawn) do in these assays?
SV40 large T antigen: 9%; Salmonella PhoP GFP: -1%; MgcRacGAP inhibition: 16%; GPR35 antagonists: 10%; RSV antiviral HEp-2: 0.8%; West Nile antiviral: 0.3%; NS5 inhibitors: 3%; LYP inhibition: -8%

How did O=C(NCCc1c[nH]c2ccccc12)C(=O)NCC(c1ccco1)N1CCN(c2ccccc2F)CC1 (stereo not drawn) do in these assays?
SV40 large T antigen: 2%; Salmonella PhoP GFP: -2%; MgcRacGAP inhibition: -2%; GPR35 antagonists: -10%; RSV antiviral HEp-2: -0.3%; West Nile antiviral: -0.9%; NS5 inhibitors: -6%; ER stress rescue: -1.7%; LYP inhibition: 0%

Results for Cc1cccc(C)c1N1C(=O)CN(Cc2ccccc2)C1=S ?
SV40 large T antigen: 11%; Salmonella PhoP GFP: -3%; MgcRacGAP inhibition: 6%; GPR35 antagonists: 17%; RSV antiviral HEp-2: -1.6%; West Nile antiviral: -0.8%; NS5 inhibitors: -8%; LYP inhibition: -8%

Results for CCOc1ccc(/C=N/n2c(SC)nnc2-c2ccccc2)cc1OCC ?
SV40 large T antigen: 6%; Salmonella PhoP GFP: -1%; MgcRacGAP inhibition: 7%; GPR35 antagonists: 4%; RSV antiviral HEp-2: 2.3%; West Nile antiviral: -0.6%; NS5 inhibitors: -2%; ER stress rescue: 2.2%; LYP inhibition: -5%

Results for CCn1c(SCC(=O)Nc2nccs2)nnc1-c1ccc(C)cc1 ?
SV40 large T antigen: 4%; Salmonella PhoP GFP: -8%; MgcRacGAP inhibition: 6%; GPR35 antagonists: -16%; RSV antiviral HEp-2: 6.1%; West Nile antiviral: -0.1%; NS5 inhibitors: -10%; ER stress rescue: -0.1%; LYP inhibition: 4%

What do the screens show for `CCCCn1c(N)c(N(CCOC)C(=O)CSc2nnc(-c3ccncc3)n2CCC)c(=O)[nH]c1=O`?
SV40 large T antigen: 14%; Salmonella PhoP GFP: 1%; MgcRacGAP inhibition: 1%; RSV antiviral HEp-2: 1.3%; NS5 inhibitors: 12%

Ordered by SMILES length (descending): three of the compounds above.
How did O=C(NCCc1c[nH]c2ccccc12)C(=O)NCC(c1ccco1)N1CCN(c2ccccc2F)CC1 (stereo not drawn) do in these assays?
SV40 large T antigen: 2%; Salmonella PhoP GFP: -2%; MgcRacGAP inhibition: -2%; GPR35 antagonists: -10%; RSV antiviral HEp-2: -0.3%; West Nile antiviral: -0.9%; NS5 inhibitors: -6%; ER stress rescue: -1.7%; LYP inhibition: 0%

Results for CCOc1ccc(/C=N/n2c(SC)nnc2-c2ccccc2)cc1OCC ?
SV40 large T antigen: 6%; Salmonella PhoP GFP: -1%; MgcRacGAP inhibition: 7%; GPR35 antagonists: 4%; RSV antiviral HEp-2: 2.3%; West Nile antiviral: -0.6%; NS5 inhibitors: -2%; ER stress rescue: 2.2%; LYP inhibition: -5%

Results for Cc1cccc(C)c1N1C(=O)CN(Cc2ccccc2)C1=S ?
SV40 large T antigen: 11%; Salmonella PhoP GFP: -3%; MgcRacGAP inhibition: 6%; GPR35 antagonists: 17%; RSV antiviral HEp-2: -1.6%; West Nile antiviral: -0.8%; NS5 inhibitors: -8%; LYP inhibition: -8%

Next part
Results for Cc1c(Cl)cccc1NC(=S)NCc1ccco1 ?
SV40 large T antigen: 13%; Salmonella PhoP GFP: -5%; MgcRacGAP inhibition: 12%; GPR35 antagonists: -14%; RSV antiviral HEp-2: 10%; West Nile antiviral: 0.1%; NS5 inhibitors: -8%; LYP inhibition: 3%

What do the screens show for `CN(C(=O)COC(=O)c1ccc(S(=O)(=O)N2CCCC2)cc1)c1ccccc1`?
SV40 large T antigen: 6%; Salmonella PhoP GFP: 1%; MgcRacGAP inhibition: 12%; GPR35 antagonists: -4%; RSV antiviral HEp-2: -0.8%; West Nile antiviral: 0.4%; NS5 inhibitors: -2%; ER stress rescue: -0.9%; LYP inhibition: 3%

How did N=c1sccn1CC(=O)Nc1cc(Cl)ccc1Oc1ccccc1 do in these assays?
SV40 large T antigen: 15%; Salmonella PhoP GFP: 15%; MgcRacGAP inhibition: 8%; GPR35 antagonists: -11%; RSV antiviral HEp-2: -0.1%; West Nile antiviral: -0.5%; NS5 inhibitors: -11%; ER stress rescue: -2.9%; LYP inhibition: -2%

What do the screens show for `CC1(C)CC(=O)C(C=Nc2ccccc2C(=O)O)=C(O)C1`?
SV40 large T antigen: 12%; Salmonella PhoP GFP: 11%; MgcRacGAP inhibition: -7%; GPR35 antagonists: 2%; RSV antiviral HEp-2: 0.5%; West Nile antiviral: -0.2%; NS5 inhibitors: -2%; ER stress rescue: -0.6%; LYP inhibition: -6%

Results for COc1ccc(C(=O)Nn2c(SCC(=O)NC3CCCC3)nc3ccccc3c2=O)cc1 ?
SV40 large T antigen: 0%; Salmonella PhoP GFP: -23%; MgcRacGAP inhibition: 2%; GPR35 antagonists: 4%; RSV antiviral HEp-2: -0.1%; West Nile antiviral: 0.6%; NS5 inhibitors: 1%; ER stress rescue: -2.2%; LYP inhibition: 0%

What do the screens show for `CCOc1ccc(/C=C/C(=O)Nc2ccccc2C(F)(F)F)cc1`?
SV40 large T antigen: 6%; Salmonella PhoP GFP: -8%; MgcRacGAP inhibition: -6%; GPR35 antagonists: -6%; RSV antiviral HEp-2: 2.3%; West Nile antiviral: -1.7%; NS5 inhibitors: -9%; ER stress rescue: -2.2%; LYP inhibition: -4%

Results for Cc1ccc(CNC(=O)C2CCCN(c3cnccn3)C2)cc1 (stereo not drawn) ?
SV40 large T antigen: -10%; Salmonella PhoP GFP: -7%; MgcRacGAP inhibition: -21%; GPR35 antagonists: 16%; RSV antiviral HEp-2: 1.6%; West Nile antiviral: 0.0%; NS5 inhibitors: -5%; LYP inhibition: -11%

How did COc1cc(/C=C2\NC(=S)N(C)C2=O)ccc1O do in these assays?
SV40 large T antigen: 3.2µM*; Salmonella PhoP GFP: -6%; MgcRacGAP inhibition: inconclusive; GPR35 antagonists: 5%; RSV antiviral HEp-2: 0.3%; West Nile antiviral: 0.9%; NS5 inhibitors: -37%; ER stress rescue: -0.9%; LYP inhibition: 4%

Results for CCOc1ccc(C(=O)NC(=S)Nc2ccc(NC(=O)c3ccco3)c(C)c2)cc1[N+](=O)[O-] ?
SV40 large T antigen: 0%; Salmonella PhoP GFP: -3%; MgcRacGAP inhibition: 3%; GPR35 antagonists: -2%; RSV antiviral HEp-2: 1.6%; West Nile antiviral: -0.4%; NS5 inhibitors: -4%; ER stress rescue: 0.2%; LYP inhibition: -6%

How did COc1ccccc1CNC(=O)COC(=O)c1cccc(S(=O)(=O)N2CCCC2)c1 do in these assays?
SV40 large T antigen: 2%; Salmonella PhoP GFP: -1%; MgcRacGAP inhibition: 6%; GPR35 antagonists: -7%; RSV antiviral HEp-2: 0.5%; West Nile antiviral: 0.1%; NS5 inhibitors: -3%; LYP inhibition: -15%

How did COc1ccc2c(c1OC)C(=O)N1c3ccccc3SC21 (stereo not drawn) do in these assays?
SV40 large T antigen: 9%; Salmonella PhoP GFP: -5%; MgcRacGAP inhibition: 8%; GPR35 antagonists: 0%; RSV antiviral HEp-2: -0.2%; West Nile antiviral: 0.0%; NS5 inhibitors: -9%; ER stress rescue: -2.8%; LYP inhibition: 0%

What do the screens show for `Cc1cc(C)n(-c2nc3ccccc3n3cnnc23)n1`?
SV40 large T antigen: 2%; Salmonella PhoP GFP: 3%; MgcRacGAP inhibition: 1%; GPR35 antagonists: 1%; RSV antiviral HEp-2: 0.2%; West Nile antiviral: 0.3%; NS5 inhibitors: -12%; ER stress rescue: -2.1%; LYP inhibition: -5%

What do the screens show for `CC1(C)Cc2c(sc3nc(-c4ccccc4)n(N)c(=O)c23)CO1`?
SV40 large T antigen: 9%; Salmonella PhoP GFP: 5%; MgcRacGAP inhibition: 5%; GPR35 antagonists: -8%; RSV antiviral HEp-2: 1.2%; West Nile antiviral: 0.1%; NS5 inhibitors: 1%; ER stress rescue: -1.4%; LYP inhibition: -4%

How did O=C(CSc1ccccn1)C12CC3CC(CC(C3)C1)C2 do in these assays?
SV40 large T antigen: 3%; Salmonella PhoP GFP: 1%; MgcRacGAP inhibition: 4%; GPR35 antagonists: -7%; RSV antiviral HEp-2: 2.1%; West Nile antiviral: -0.2%; NS5 inhibitors: -7%; ER stress rescue: 4.0%; LYP inhibition: -2%

What do the screens show for `Cc1cc(NC(=O)CSc2nnc(COc3cccc(C)c3C)n2C)no1`?
SV40 large T antigen: 0%; Salmonella PhoP GFP: -8%; MgcRacGAP inhibition: 3%; GPR35 antagonists: 1%; RSV antiviral HEp-2: 2.1%; West Nile antiviral: 0.0%; NS5 inhibitors: 6%; ER stress rescue: -1.1%; LYP inhibition: 4%

How did Cc1cc(C(F)F)nn1CC(=O)Nc1cc([N+](=O)[O-])ccc1F do in these assays?
SV40 large T antigen: 8%; Salmonella PhoP GFP: 4%; MgcRacGAP inhibition: 5%; GPR35 antagonists: -11%; RSV antiviral HEp-2: -0.2%; West Nile antiviral: 0.2%; NS5 inhibitors: -11%; ER stress rescue: -1.1%; LYP inhibition: -4%
